From PubChem
IL-1B inflam inh = inhibitors of inflammasome signaling (IL-1 beta secretion); activity change, % at 57.5 µM; THP-1 LPS/ATP IL-1B secretion, AlphaLISA, 16 h; stronger effect = lower value; 360,000 compounds, 4.7% hits; in the data active = activity change below about -50%; inconclusive = mostly about -30% to -49%; also: % is scaled to controls: 0 for no effect and ±100 for the full control effect
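Secreted IL-1B measured by AlphaLISA bead assay after 16 h compound exposure of THP-1 cells; compounds (final up to 57.5 uM) added 1 h before LPS (250 ng/mL) and ATP (1.25 mM) stimulation; lower signal means less secretion.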
HT1080 IDH1KD tx = kills HT-1080 cells with IDH1 knockdown | HT-1080 IDH1 knockdown viability, ATP luminescence, 48 h | Potency, µM (doses to about 46.1 µM), for inactives: at the top dose activity, negative = toxicity, actives largely listed as cytotoxic | 360,000 compounds, 2% hits;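 also: potency is read from the fitted curve at half-maximal effect; 0% = DMSO wells and -100% = cell-free medium wells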
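CellTiter-Glo luminescence after 48 h compound exposure at 37 degrees C of IDH1-knockdown HT-1080 cells in 5% FBS RPMI. %Activity scaled between DMSO wells and cell-free media wells, with curves fitted and assigned curve classes.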
KB-3-1 cytotox = kills parental KB-3-1 adenocarcinoma cells. 400,000 compounds, 1.4% hits. KB-3-1 viability, CellTiter-Glo ATP luminescence, 72 h. Potency, µM (highest dose often 46.1 µM), for the others: top-dose activity change, negative = cytotoxic, most hits filed as cytotoxic; also: potency is read from the fitted curve at half-maximal effect; % is scaled to controls: 0 for no effect and ±100 for the full control effect; nearly all actives have a fitted effect of over 60% in size
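Here the drug-naive KB-3-1 line serves as comparator for MDR sub-line selectivity; cells received compound titrations, 72 h at 37 °C, then CellTiter-Glo readout.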
SW480 rereplic = DNA re-replication induction in SW480 cells. SW480 DNA re-replication, Hoechst DNA content imaging, 48 h. Potency, µM (doses to about 46.1 µM), without a hit: top-dose re-replication activation, usual class: activators. 340,000 compounds, 1.8% hits; also: potency is read from the fitted curve at half-maximal effect; % of control where 0% means no effect; nearly all actives have a fitted effect of over 55% in size
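Image-based read-out: total Hoechst fluorescence of nuclei (405 nm excitation, 500-530 nm emission), with hits raising the fraction of high-intensity nuclei. SW480 colon cells incubated 48 hr with compounds at 37 C.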
HT1080-NT tox = kills 2HG-producing HT-1080-NT fibrosarcoma cells. HT-1080-NT fibrosarcoma viability, CellTiter-Glo ATP luminescence, 48 h. Potency, µM (doses to about 46.1 µM), for inactives: at the top dose activity, negative = less viability, usual class: cytotoxic. 360,000 compounds, 1.6% hits. AID 686970;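 also: NT is the 2HG producing partner of a matched IDH1 knockdown line; potency is read from the fitted curve at half-maximal effect; 0% = DMSO-treated cells and -100% = media-only wells without cells; nearly all actives have a fitted effect of over 55% in size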
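Fibrosarcoma NT cells, 750 per well in 5% FBS RPMI, were exposed to compound for 48 hours. Viability: CellTiter-Glo luminescence.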
D3 ag = activates the human D3 dopamine receptor; P35462; D3R DiscoveRx beta-arrestin cells, luminescence, 90 min; max activation, %; 410,000 compounds, 0.58% hits; AID 652048; in the data active = max activation above about 30%; also: 0% is about no effect; mostly tested at two doses, the higher about 12 µM
Target sequence (P35462 whole entry, looked up): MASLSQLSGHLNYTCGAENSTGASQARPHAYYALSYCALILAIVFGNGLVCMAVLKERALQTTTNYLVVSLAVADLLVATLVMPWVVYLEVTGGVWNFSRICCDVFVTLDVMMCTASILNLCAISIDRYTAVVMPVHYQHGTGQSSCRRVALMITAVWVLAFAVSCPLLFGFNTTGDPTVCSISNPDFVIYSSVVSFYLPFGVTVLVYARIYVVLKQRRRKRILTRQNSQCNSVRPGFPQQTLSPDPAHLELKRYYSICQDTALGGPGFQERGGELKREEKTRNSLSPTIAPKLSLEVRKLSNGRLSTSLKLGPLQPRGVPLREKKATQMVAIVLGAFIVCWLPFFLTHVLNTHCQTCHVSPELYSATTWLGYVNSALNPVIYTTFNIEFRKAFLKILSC
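Cells at 1500/well, incubated overnight, then treated with pinned compounds (dopamine as control) for 90 min at 37 degrees C. DiscoveRx reagent added for 30 - 60 minutes at room temperature; luminescence read.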
MCF10A rerep = inducers of DNA re-replication in MCF 10A breast cells. MCF 10A DNA re-replication, Hoechst nuclear intensity, 48 h. Potency, µM (titrated, usually from 46.1 µM), without a hit: top-dose activity, positive = re-replication, most hits filed as activators. 350,000 compounds, 2.9% hits. AID 624296; also: potency is read from the fitted curve at half-maximal effect; % of control where 0% means no effect; nearly all actives have a fitted effect of over 50% in size
KB-V1 cytotox = kills drug-selected multidrug resistant KB-V1 cells | KB-V1 MDR cells viability, CellTiter-Glo, 72 h | Potency, µM (titrated, usually from 46.1 µM), without a hit: at the top dose activity change, negative = cytotoxicity, usual class: cytotoxic | 400,000 compounds, 3.4% hits | AID 1347076; also: potency is read from the fitted curve at half-maximal effect; % is scaled to controls: 0 for no effect and ±100 for the full control effect; nearly all actives have a fitted effect of over 60% in size
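Luminescent ATP read-out (CellTiter-Glo, 10 min) measures survival of drug-selected KB-V1 MDR cells after 72 h, 37 degrees C compound exposure. Medium: phenol-red-free DMEM, 10% FBS. Values from fitted concentration-response curves.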
GLP1R cytotox = cytotoxic in the GLP-1 receptor inverse agonist counter-screen. HEK293 cAMP-luciferase reporter cells, luminescence, 24 h. Potency, µM (series often up to 38.3 µM), inactives show top-dose activity change, negative = inhibition, hits mostly inhibitors. 410,000 compounds, 0.13% hits;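 also: loss of luciferase light is scored as toxicity; potency is read from the fitted curve at half-maximal effect; % is scaled to controls: 0 for no effect and ±100 for the full control effect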
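Compound-treated cells are incubated 24 hr at 37 deg C under 5% CO2 after a 12 hour attachment period, then luciferase detection reagent is added and luminescence is measured following 12 min at room temperature; lowered signal indicates toxicity.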
* hit, by the source's call; ? = inconclusive; . = not tested or not shown; [ ] = dose if it differs, or a comment. Unless noted, calls follow the shape of the dose curve; as a rule, active = well fitted curve in the direction sought with a large enough effect; inconclusive = small, poorly fitted or top-dose-only effect, or another doubt; inactive = no such curve, though single readings can be large; an effect the other way counts as inactive or inconclusive.

The opening two compounds (preview)
SMILES | IL-1B inflam inh | HT1080 IDH1KD tx | KB-3-1 cytotox | SW480 rereplic | HT1080-NT tox | D3 ag | MCF10A rerep | KB-V1 cytotox | GLP1R cytotox
COc1ccc(/C=C(/C(=O)Nc2ccccc2C(=O)N2CCCC2)c2ccccc2)cc1 | -5 | 0% | -5% | 10% | 0% | 1 | 9% | ? | -13%
COc1ccc(Cc2nnc(SCC(=O)N(C)CC(=O)Nc3ccc(C)cc3)o2)cc1 | -13 | 2% | 0% | -4% | 3% | 4 | 6% | ? | -1%

Main list (from the top)
SMILES | IL-1B inflam inh | HT1080 IDH1KD tx | KB-3-1 cytotox | SW480 rereplic | HT1080-NT tox | D3 ag | MCF10A rerep | KB-V1 cytotox | GLP1R cytotox
COc1ccc(/C=C(/C(=O)Nc2ccccc2C(=O)N2CCCC2)c2ccccc2)cc1 | -5 | 0% | -5% | 10% | 0% | 1 | 9% | ? | -13%
COc1ccc(Cc2nnc(SCC(=O)N(C)CC(=O)Nc3ccc(C)cc3)o2)cc1 | -13 | 2% | 0% | -4% | 3% | 4 | 6% | ? | -1%
COc1ccc(NC(=O)CS(=O)c2cccc(C(F)(F)F)c2)cc1 (stereo not given) | 0 | 7% | 0% | 2% | -2% | -7 | 0% | -10% | -4%
COc1ccc(CCN2C(=O)C3C4C=CC(C4)C3C2=O)cc1OC (stereo not given) | 4 | 14% | 3% | -8% | 7% | 6 | 10% | 6% | -8%
COc1ccc(CCNC(=O)C2CC3Cn4c(nc5ccccc54)C3N2c2ccccc2)cc1 (stereo not given) | -11 | 5% | ? | -31%[inhibitor][9.22 µM] | 0% | -32 | 11% | 12% | -12%
CCN1CCC(N(Cc2ccc3c(c2)OCO3)C(=O)Nc2ccc(Br)c(C)c2)CC1 | . | . | -1% | . | . | -24 | . | 5% | 0%
COc1ccc(C(C(=O)Nc2c(C)cccc2C)N2CCN(c3ccc(C)cc3)CC2)cc1 (stereo not given) | -10 | 14% | -11% | . | 14% | 8 | . | ? | -7%
COC(=O)c1c(C)oc2c1cc(NS(=O)(=O)c1ccc(C(=O)O)cc1)c1ccccc12 | 19 | -10% | 1% | -10% | -11% | -1 | 13% | 15% | ?
CCOc1cc(C(=O)Nc2ccc(N3CCOCC3)cc2)cc(Br)c1OC | 0 | ? | ? | ? | ? | 2 | ? | ? | -29%
CC(=O)NCC(=O)OCC(=O)c1ccccc1 | 15 | 6% | 5% | -6% | 15% | 6 | -4% | 4% | 9%
COc1cc(OC)cc(C(=O)N[C@H](C(=O)OCC(=O)Nc2ccc(F)c(F)c2)C(C)C)c1 | -13 | -3% | 5% | -4% | 1% | 2 | 14% | ? | -1%
Brc1ccc(-c2nnc3sc(CN4CCc5ccccc5C4)cn23)cc1 | 3 | 4% | -5% | ? | 2% | -1 | 7% | -17% | -1%
COCCCn1c(=O)c2sccc2n(Cc2cccc(F)c2)c1=O | 3 | 11% | -1% | -133%[inhibitor] | -1% | -7 | -1% | 0% | 14%
Cc1ccc(N(C(=O)COc2ccccc2C)S(=O)(=O)c2ccc(Cl)cc2)cc1 | . | . | 12% | . | . | -12 | . | -2% | -14%
O=C1C(Cl)=C(NCc2cccnc2)C(=O)c2ccccc21 | -101* | ? | ? | ? | 18µM* | -2 | ? | ? | ?
CC(=O)c1ccc(N2CCN(CC(=O)Nc3ccccc3N3CCOCC3)CC2)cc1 | 22 | -2% | -17% | -12% | -5% | 7 | 0% | ? | 1%
CCCC(=O)Nc1ccc(-c2nc3cc(C)c(C)cc3o2)c(O)c1 | -9 | 25% | 0% | -6% | ? | 0 | ? | 8% | 0%
COc1cc(OC)c(C(=O)NNC(=S)NC2CCCCC2)cc1OC | -14 | 29% | 3% | -1% | 22% | -28 | 9% | -1% | 13%
Nc1n[nH]c(-c2ccc(Br)cc2)c1Cl | 0 | -8% | ? | 5% | -4% | -2 | 14% | -15% | -6%
CC(C)(C)c1ccc(OCC(O)CN(CCO)CC(O)Cn2ccc3ccccc32)cc1 (stereo not given) | 0 | ? | ? | ? | ? | -6 | ? | ? | 5%
Cc1nc(-c2ccccc2O)n(-c2ccccc2)n1 | 5 | 2% | -17% | -3% | 4% | 1 | -4% | -21% | 0%
COc1ccc(NC(=O)Cn2c(=O)c(-c3cc(C)ccc3NC(C)=O)nc3ccccc32)c(OC)c1 | . | . | 10% | . | . | -4 | . | -7% | -6%
CCOC(=O)c1c(/N=C/c2cccc([N+](=O)[O-])c2O)sc(C)c1C | 0 | 0% | 12% | ? | 2% | -12 | ? | -6% | ?
Cc1noc(C)c1S(=O)(=O)N(CC(=O)NCc1ccc2c(c1)OCO2)c1ccc(C(C)C)cc1 | -2 | -9% | -1% | -4% | 0% | -9 | 10% | 0% | 16%
COc1cccc(C(=O)CC2(O)C(=O)Nc3ccc(Cl)cc32)c1 (stereo not given) | . | . | -7% | . | . | 0 | . | ? | 0%
NC(N)=Nc1nc(-c2ccccc2)c2cc(Cl)ccc2n1 | -82* | ? | 4% | 9% | ? | -4 | 18% | 2% | -14%
O[C@@H]1C[C@H](c2ccccc2)N(CC2CCCCC2)C[C@H]1n1cc(C2CC2)nn1 | 5 | -6% | -5% | . | -1% | -2 | . | -25% | -19%
CCn1cnc2c(=O)oc3ccc(S(=O)(=O)N4CCN(c5cc(C)ccc5C)CC4)cc3c21 | . | . | 0% | . | . | 7 | . | 1% | -8%
CCCc1c(C(=O)N/N=C/c2ccc3c(c2)OCO3)nnn1-c1nonc1N | -1 | 3% | -2% | . | -1% | 0 | . | -2% | 6%
Cc1ccc(S(=O)(=O)NCc2csc(-c3cccs3)n2)cc1 | 6 | 0% | 0% | -35%[inhibitor] | 8% | -3 | -5% | 15% | 4%
OCC1(CC2CCCCO2)CCN(Cc2ccccc2-c2ccco2)CC1 (stereo not given) | -26 | 0% | 0% | -4% | -2% | 2 | -1% | -18% | 5%
CC1=CC=CC2=NC(=O)CC(C)(C(=O)N(CC(=O)NC(C)C)C3CCCC3)N12 (stereo not given) | 15 | -4% | 5% | -7% | 7% | 6 | 0% | -6% | -5%
COc1cccc(N2C(=O)Nc3ccc(Br)cc3C2(O)C(=O)NCCCN(C)C)c1 (stereo not given) | 21 | 10% | 9% | 1% | 10% | -3 | -1% | 22% | 4%
CSc1cccc(NC(=O)CSc2ncccc2C(=O)Oc2cccc([N+](=O)[O-])c2)c1 | 32 | -5% | 21% | -3% | -1% | -1 | ? | ? | -15%
Cc1cc(N/N=C\c2ccc(Br)cc2)nc(-n2nc(C)cc2C)n1 | 70 | 1% | -27% | 8.2µM* | -6% | -21 | 18µM* | ? | ?
COc1ccc(N2CCN(CCNC(=O)c3ccc4c(c3)[nH]c(=S)n3c5ccccc5nc43)CC2)cc1 | -2 | -29% | -4% | 7.3µM* | ? | 0 | 13% | -12% | -1%[7.66 µM]
Cc1ccc(S(=O)(=O)N(C)C[C@@H]2Oc3ccc(NC(=O)Cn4cnnn4)cc3C(=O)N([C@@H](C)CO)C[C@H]2C)cc1 | 1 | 13% | 14% | -36%[inhibitor][9.22 µM] | 9% | 12 | ? | 0% | 1%
COc1ccc(C2CC(=O)c3cnc(NC(=O)c4ccccc4)nc3C2)cc1OC (stereo not given) | -16 | 0% | 6% | -6% | -4% | -1 | 1% | 7% | -24%
COc1ccc(/C=C\C(=O)NCC(=O)N/N=C/c2cccc(OC)c2O)cc1 | 68 | 0% | 3% | ? | -17% | -2 | 4% | -2% | -1%
O=C(Nc1ccccc1Cl)c1cnccn1 | -6 | 1% | 4% | -16% | 13% | 5 | -1% | 11% | -4%

Full records from above. Order of screens: IL-1B inflam inh | HT1080 IDH1KD tx | KB-3-1 cytotox | SW480 rereplic | HT1080-NT tox | D3 ag | MCF10A rerep | KB-V1 cytotox | GLP1R cytotox
COc1ccc(N2CCN(CCNC(=O)c3ccc4c(c3)[nH]c(=S)n3c5ccccc5nc43)CC2)cc1 as listed: -2 | -29% | -4% | 7.3µM* | ? | 0 | 13% | -12% | -1%[7.66 µM]
COc1ccc(C2CC(=O)c3cnc(NC(=O)c4ccccc4)nc3C2)cc1OC (stereo not given) as listed: -16 | 0% | 6% | -6% | -4% | -1 | 1% | 7% | -24%
Cc1cc(N/N=C\c2ccc(Br)cc2)nc(-n2nc(C)cc2C)n1 as listed: 70 | 1% | -27% | 8.2µM* | -6% | -21 | 18µM* | ? | ?
CC1=CC=CC2=NC(=O)CC(C)(C(=O)N(CC(=O)NC(C)C)C3CCCC3)N12 (stereo not given) as listed: 15 | -4% | 5% | -7% | 7% | 6 | 0% | -6% | -5%
COc1cccc(N2C(=O)Nc3ccc(Br)cc3C2(O)C(=O)NCCCN(C)C)c1 (stereo not given) as listed: 21 | 10% | 9% | 1% | 10% | -3 | -1% | 22% | 4%

(further entries)
SMILES | IL-1B inflam inh | HT1080 IDH1KD tx | KB-3-1 cytotox | SW480 rereplic | HT1080-NT tox | D3 ag | MCF10A rerep | KB-V1 cytotox | GLP1R cytotox
CC(=O)Nc1ccc(S(=O)(=O)N2CCC(C(=O)O)(c3ccccc3)CC2)cc1 | 11 | 3% | -10% | -4% | 8% | 6 | 0% | -5% | -4%
CCC(c1nnnn1CCc1ccccc1)N(Cc1ccco1)Cc1cc2cc(C)cc(C)c2[nH]c1=O (stereo not given) | -53* | -20% | -20% | ? | -21% | 3 | ? | 0% | -13%
CC(O)(c1ccc(F)c(F)c1)c1nc(-c2cccc3cccnc23)cs1 (stereo not given) | 7 | -18% | 0% | . | ? | 6 | . | 1% | 2%
CC(=O)c1c2c3c(c(Br)ccc3n(C)c1=O)C(=O)c1ccccc1-2 | -20 | 15% | -8% | -1% | 20% | 3 | 15% | ? | 0%

Copied from the list.
`CC(=O)Nc1ccc(S(=O)(=O)N2CCC(C(=O)O)(c3ccccc3)CC2)cc1` in HT1080 IDH1KD tx is listed with 3%
`CC(=O)c1c2c3c(c(Br)ccc3n(C)c1=O)C(=O)c1ccccc1-2` in SW480 rereplic is listed with -1%
